Compound activity from PubChem.
MEKK2wt PB1 HTS = raises or lowers MEK5 binding to wildtype human MEKK2 PB1 domain. bead flow cytometry, Alexa488-MEK5 binding to MEKK2 WT; actives lie on both sides. binding response (% of control), % at 10 µM. 290,000 compounds, 1.1% hits; in the data active = binding response below about 67% or above about 130%
OXTR agonist = human OXTR agonism | P30559 | CHO-OTR cells, Fluo-8 calcium fluorescence; normalized: DMSO 0%, oxytocin 100% | activation, % at 3 µM | 320,000 compounds, 0.32% hits;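 active = activation above the mean of all tested compounds plus 3 SD, cutoff set per screening run, cut at about 20% in these data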;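 also: peak over basal fluorescence ratio from a 100 s FLIPR kinetic read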
Target sequence (P30559 whole entry, looked up): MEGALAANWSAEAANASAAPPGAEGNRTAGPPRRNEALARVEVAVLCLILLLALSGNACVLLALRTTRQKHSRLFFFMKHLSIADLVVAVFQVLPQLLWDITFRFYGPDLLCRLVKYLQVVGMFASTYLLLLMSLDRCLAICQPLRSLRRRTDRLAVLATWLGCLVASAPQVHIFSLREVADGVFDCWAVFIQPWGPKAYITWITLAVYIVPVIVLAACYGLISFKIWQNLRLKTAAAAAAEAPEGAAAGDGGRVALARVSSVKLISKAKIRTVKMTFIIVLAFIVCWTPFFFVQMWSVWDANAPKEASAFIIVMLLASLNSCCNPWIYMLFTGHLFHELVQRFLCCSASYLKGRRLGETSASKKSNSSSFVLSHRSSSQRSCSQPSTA
MEKK3 PB1 HTS = MEKK3-MEK5 PB1 interaction, increase or decrease | bead-based flow cytometry, Alexa488-MEK5 binding to MEKK3; actives lie on both sides; 0 = blocked by unlabeled MEK5, 100 = vehicle | binding response (% of control), % at 10 µM | 290,000 compounds, 1.4% hits;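 active = binding response more than 3 SD above or below the average of its plate-row segment, actives on both sides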;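 also: Alexa488 bead fluorescence after subtracting the streptavidin-only scavenger bead signal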
V1aR counter = V1a receptor agonism, counter-screen for OXTR agonists; P37288; CHO-V1R cells, Fluo-8 calcium fluorescence, agonist mode; 0% DMSO, 100% 3 nM vasopressin; activation, % at 3 µM; 320,000 compounds, 0.25% hits;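 active = activation above the mean activation of all tested compounds plus 3 SD, per screening run, cut at about 20% in these data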;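 also: signal is peak over basal fluorescence ratio across a 100 second FLIPR read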
Target sequence (P37288 whole entry, looked up): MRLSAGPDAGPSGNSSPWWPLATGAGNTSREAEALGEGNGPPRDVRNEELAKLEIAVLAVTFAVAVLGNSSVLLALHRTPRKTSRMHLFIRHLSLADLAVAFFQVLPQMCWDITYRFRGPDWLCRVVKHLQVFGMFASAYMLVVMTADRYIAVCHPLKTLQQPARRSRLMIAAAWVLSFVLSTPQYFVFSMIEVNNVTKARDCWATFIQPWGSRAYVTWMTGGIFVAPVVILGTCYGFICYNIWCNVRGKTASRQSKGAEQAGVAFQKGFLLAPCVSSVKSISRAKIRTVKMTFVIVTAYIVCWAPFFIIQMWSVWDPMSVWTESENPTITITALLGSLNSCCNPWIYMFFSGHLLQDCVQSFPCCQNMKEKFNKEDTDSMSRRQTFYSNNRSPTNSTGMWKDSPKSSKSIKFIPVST
PHOSPHO1 inh = PHOSPHO1 (human) inhibition | Q8TCT1 | recombinant PHOSPHO1, absorbance phosphatase assay | inhibition, % at 13.3 µM | 290,000 compounds, 1.1% hits; in the data active = inhibition above about 60%
Target sequence (Q8TCT1 whole entry, looked up): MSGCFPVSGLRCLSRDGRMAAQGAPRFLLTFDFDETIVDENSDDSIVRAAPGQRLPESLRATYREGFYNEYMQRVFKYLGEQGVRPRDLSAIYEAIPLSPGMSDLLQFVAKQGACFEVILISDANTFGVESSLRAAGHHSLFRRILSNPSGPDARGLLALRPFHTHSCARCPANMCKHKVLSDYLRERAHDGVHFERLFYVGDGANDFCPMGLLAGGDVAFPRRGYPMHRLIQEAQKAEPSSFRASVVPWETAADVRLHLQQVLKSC
NALP1 yeast inh = NALP1 inhibition; S. cerevisiae NALP1/ASC/caspase-1 growth, X-gal OD620, 72 h; inhibition, % at 10 µM; 280,000 compounds, 0.61% hits; AID 2071; in the data active = inhibition mostly above about 24%, no sharp cut-off; inactive = mostly below about 32%; also: some compounds called inactive have numbers as strong as hits
GalR3 antag = blocks the human galanin receptor 3 | O60755 | HEK293 GalR3-CNG cAMP membrane potential fluorescence; galR3 body fused to GalR1 C-terminus | inhibition, % at 3 µM | 360,000 compounds, 0.44% hits | AID 651719;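 active = inhibition above the screen-wide average plus 3 SD, cut at about 13% in these data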;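 also: forskolin and galanin both at EC90 stimulate the cells; cAMP rise reported by CNG channel membrane potential dye signal; 0% = forskolin plus galanin with DMSO and 100% = forskolin alone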
MEKK2 mut-MEK5 = signal of MEK5 binding to mutant human MEKK2 PB1 domain | AID 1530 | percent response, % at 10 µM | bead flow cytometry, Alexa488-MEK5 binding to MEKK2 mutant | 290,000 compounds, 0.35% hits; in the data active = percent response above about 24%, passing the limit was not always enough; also: inactives centre near 1; some results filed as inactive read as strong as hits; reference of the scale not given here
GPR7 antagonist = blocks human GPR7 receptor signaling. P48145. inhibition, % at 4.4 µM. GPR7-expressing cells, fluorescence antagonist assay. 290,000 compounds, 1.1% hits; in the data active = inhibition above about 16%, passing the limit was not always enough;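 also: cells stimulated with the agonist NPW; 0% = agonist with vehicle and 100% = vehicle without agonist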
The depositor's hits bear a star; x = not tested or not shown.

Structure	MEKK2wt PB1 HTS	OXTR agonist	MEKK3 PB1 HTS	V1aR counter	PHOSPHO1 inh	NALP1 yeast inh	GalR3 antag	MEKK2 mut-MEK5	GPR7 antagonist
Brc1ccc(CN2CCSCC2)cc1	103.0	-2.3	102.0	-0.4	6.3	20.9	-4.8	6.0	-1.7
CCCCSc1nc2c(cnn2-c2ccc(F)cc2)c(=O)[nH]1	100.0	-1.0	103.0	-0.3	18.2	25.9	-2.1	-4.0	-9.1
COC(=O)c1sc(-c2ccccc2)cc1NC(=O)c1ccc(OC)cc1	92.0	0.7	88.0	2.0	-2.0	27.8	-3.0	-4.0	9.1
O=C(Nc1ccc(F)cc1)Nc1cnccn1	107.0	0.8	103.0	3.5	14.2	12.0	4.5	6.0	-4.3
NC(=O)Cn1nnc(-c2ccccc2NC(=O)c2cnccn2)n1	103.0	0.2	104.0	0.2	4.4	5.2	0.1	0.0	-3.7
O=C(CN1C(=O)c2ccccc2S1(=O)=O)Nc1ccc(S(=O)(=O)N2CCCCC2)cc1	98.0	0.5	102.0	1.3	1.2	x	2.8	7.0	0.6
Cc1cc(N2C(=O)C(=O)/C(=C(/O)c3ccc(Cl)cc3)C2c2cccc(Br)c2)no1 (configuration not stated)	104.0	-0.9	103.0	-0.5	-3.4	-0.3	-5.3	2.0	-12.5
Cc1ccc(CCNC(=O)C2CCCN(S(C)(=O)=O)C2)cc1 (configuration not stated)	107.0	0.0	102.0	0.5	9.3	11.7	-10.7	4.0	8.4
COc1ccccc1-n1c(SCC(=O)Nc2cc(C)on2)nc2c(c1=O)SCC2	103.0	-1.6	111.0	-0.6	21.4	23.5	-3.3	4.0	6.2
CCC(=O)N1CCN(c2ccccc2NC(=O)Cc2ccc(Cl)cc2)CC1	89.0	-1.0	102.0	1.4	12.4	22.9	-4.1	3.0	2.6
CCOC(=O)NN1C(=O)c2ccccc2NC1c1ccccn1 (configuration not stated)	102.0	-0.3	99.0	-1.0	-5.3	1.8	-5.2	1.0	-20.2
Cc1ccc(CNc2ccc3c(c2)ncn3C(C)(C)C)cc1	117.0	0.5	103.0	0.4	-24.3	4.9	-2.9	12.0	4.0
C/C=C/c1ccc(OC)c(OC(C)=O)c1	111.0	-1.2	107.0	0.0	-18.5	6.8	-3.9	5.0	-1.9
CCOC(=O)Cc1csc(NC(=O)Cc2ccc(Br)cc2)n1	101.0	-2.4	103.0	0.6	20.3	35.4*	-7.8	-2.0	-9.8
CN(C)c1ccc(CN(C(=O)c2ccco2)C2CCS(=O)(=O)C2)cc1 (configuration not stated)	108.0	-0.2	107.0	-0.3	-16.6	10.9	-3.0	5.0	-9.1
CCOC(=O)N/N=C\c1ccc(OC(=O)c2ccco2)cc1	97.0	-1.2	94.0	-0.3	7.6	20.5	-1.0	-2.0	-0.3
CC1CCc2cc(F)ccc2N1C(=O)c1cnc2sccn2c1=O (configuration not stated)	100.0	0.2	98.0	2.3	-30.2	24.0	x	1.0	-5.8
Cc1ccccc1CNc1nnnn1C	104.0	0.6	102.0	0.6	-3.7	5.0	0.0	1.0	-9.3
CC(C)(C)SCCNS(=O)(=O)c1ccc(C#N)cc1	99.0	-0.8	99.0	-0.3	24.6	-3.4	-0.8	-4.0	5.6
CC(C)(C)NC(=O)c1ccccc1-c1nc(-c2ccccc2Cl)no1	102.0	-2.2	105.0	-0.5	0.6	5.5	-0.6	11.0	10.7

Profiles from above.
O=C(Nc1ccc(F)cc1)Nc1cnccn1 as listed: MEKK2wt PB1 HTS: 107.0; OXTR agonist: 0.8; MEKK3 PB1 HTS: 103.0; V1aR counter: 3.5; PHOSPHO1 inh: 14.2; NALP1 yeast inh: 12.0; GalR3 antag: 4.5; MEKK2 mut-MEK5: 6.0; GPR7 antagonist: -4.3
CCOC(=O)NN1C(=O)c2ccccc2NC1c1ccccn1 (configuration not stated) as listed: MEKK2wt PB1 HTS: 102.0; OXTR agonist: -0.3; MEKK3 PB1 HTS: 99.0; V1aR counter: -1.0; PHOSPHO1 inh: -5.3; NALP1 yeast inh: 1.8; GalR3 antag: -5.2; MEKK2 mut-MEK5: 1.0; GPR7 antagonist: -20.2

Continued:
Structure	MEKK2wt PB1 HTS	OXTR agonist	MEKK3 PB1 HTS	V1aR counter	PHOSPHO1 inh	NALP1 yeast inh	GalR3 antag	MEKK2 mut-MEK5	GPR7 antagonist
COc1ccc(S(=O)(=O)CCC(=O)N2CCN(c3ccc(C(C)=O)cc3)CC2)cc1	94.0	6.3	94.0	6.0	12.1	25.3	1.1	-6.0	-3.6
COC(=O)C(C)N(C(=O)c1ccc(C(=O)c2ccccc2)cc1)c1c(C)cccc1C (configuration not stated)	93.0	-2.1	95.0	-0.4	11.5	-10.7	-4.7	-7.0	3.6
O=C(NCCN1CCOCC1)C(Sc1ccccc1)c1ccccc1 (configuration not stated)	104.0	-0.5	103.0	0.7	27.3	3.0	-6.4	2.0	0.5
CCOC(=O)C1CCN(C(=S)Nc2ccc(S(N)(=O)=O)cc2)CC1	96.0	-1.0	97.0	-0.5	13.3	13.7	-5.3	-1.0	-5.9
CCN1CCN(C(CNS(=O)(=O)c2ccc(Br)cc2)c2cccnc2)CC1 (configuration not stated)	113.0	0.3	105.0	0.9	46.6	10.7	-2.3	9.0	-9.8
CCN(CC)S(=O)(=O)c1cccc(C(=O)N/N=C/c2cccc(O)c2O)c1	99.0	1.6	100.0	1.5	-4.9	10.7	0.3	-2.0	-7.4
CCc1ccccc1NC(=O)c1cc(-c2ccc(OC)cc2)on1	100.0	0.1	99.0	-0.3	18.7	5.6	-7.9	4.0	-7.8
COc1ccc(N(CCC#N)S(=O)(=O)c2cccc3nsnc23)cc1	104.0	-0.8	105.0	0.2	4.7	24.0	-5.5	2.0	-14.9
CN(Cc1nccn1C)C(=O)C1CCC(=O)N(CCc2ccc(Cl)cc2)C1 (configuration not stated)	105.0	-0.4	101.0	-0.1	9.0	3.1	-1.2	6.0	-14.1
Cc1ccc(-n2nc3c(c2NC(=O)c2cccs2)CS(=O)(=O)C3)c(C)c1	96.0	-0.3	96.0	0.2	-40.1	1.8	-8.5	-2.0	-1.5
c1ccc(CNc2c3c(nc4ncnn24)CCC3)cc1	107.0	3.0	109.0	1.1	9.0	x	5.8	-1.0	-5.6
NS(=O)(=O)c1ccc(NC(=O)Nc2ccc(S(N)(=O)=O)cc2)cc1	99.0	1.0	103.0	1.2	22.5	x	-0.8	6.0	-0.3
CC(C)(C)N1C(=O)c2ccc(C(=O)Nc3ccc(O)cc3)cc2C1=O	97.0	0.2	102.0	0.7	23.9	8.4	0.4	-2.0	-9.7
C=CCn1c2ccccc2c2nnc(SCC(N)=O)nc21	111.0	-0.1	103.0	-0.2	32.6	9.9	-5.4	4.0	-3.7
c1ccc2oc(-c3ccc(Nc4nc(N5CCCC5)nc(N5CCOCC5)n4)cc3)nc2c1	106.0	0.1	104.0	-0.4	31.1	10.7	x	0.0	-14.1
CCCCC1=NN(C(=O)c2ccco2)C(O)(C(F)(F)F)C1 (configuration not stated)	95.0	-1.3	96.0	0.1	9.7	-25.8	-6.3	-2.0	-3.6
CN(CC(=O)Nc1cccc(F)c1)C(=O)c1ccc(-c2ccc(Cl)cc2)o1	103.0	-1.4	101.0	3.5	17.6	9.3	-2.5	8.0	-6.2
CC(=O)c1ccc(NC(=S)NN2C(C)CCCC2C)cc1 (configuration not stated)	99.0	1.6	100.0	0.4	-3.9	-15.9	-2.8	0.0	-2.8
CCOc1ccc(N2C(=O)Nc3ccccc3C2(O)C(=O)NCc2ccc(OC)cc2)cc1 (configuration not stated)	93.0	0.4	90.0	0.3	-30.8	7.9	-6.3	-4.0	-3.0
CCOC(=O)c1ccc(C(=S)N2CCCC2)cc1	102.0	x	105.0	x	1.0	6.1	-3.6	3.0	-0.3
COc1ccc(N2CCN(C(=O)CC(C)S(=O)(=O)c3ccc4c(c3)NC(=O)CO4)CC2)cc1 (configuration not stated)	107.0	8.1	106.0	12.2	47.5	20.9	2.8	1.0	-9.8
COc1ccc(NC(=O)CCn2cccc2)c(OC)c1	96.0	-0.7	100.0	0.2	-11.2	-25.3	7.2	-1.0	-3.1
CCCNC(=O)Nc1cc(C)on1	106.0	1.0	102.0	0.8	23.3	-1.9	-4.0	8.0	-14.1
Cc1ccc(CNC(=O)CN(C)S(=O)(=O)c2cccc3nsnc23)cc1	107.0	0.0	104.0	1.0	-17.4	33.8	3.5	12.0	-0.8
O=C(N/N=C/c1cccc([N+](=O)[O-])c1)c1cc(-c2ccc3c(c2)OCO3)n[nH]1	98.0	-0.7	102.0	-0.3	41.6	x	5.7	-8.0	3.4
CCCc1cc(=O)[nH]c(SCC(=O)NC2CCCCC2)n1	99.0	-0.2	102.0	-0.3	9.1	-9.1	-5.2	5.0	16.0
CCN1CCN(c2ccc(NC(=O)c3ccc(Cl)c(N4CCCC4=O)c3)cc2)CC1	104.0	0.2	99.0	-0.3	-1.8	14.4	1.9	11.0	-3.9
O=C(Cn1ncc2c(=O)oc3ccccc3c21)N1CCN(c2ccccn2)CC1	105.0	0.0	104.0	1.3	15.5	5.4	-8.2	5.0	-8.1
COc1ccc(-c2nnc(SCCC(=O)O)n2C)cc1OC	109.0	-0.7	108.0	1.1	24.3	19.6	3.3	13.0	-14.1
O=C1CC(c2ccncc2)c2cc3c(cc2N1)OCCO3 (configuration not stated)	108.0	0.7	105.0	-0.3	6.8	5.6	3.5	14.0	2.5
COC(=O)C1=C(C)N(C)C(=O)NC1c1cc(Cl)cc(Cl)c1OC (configuration not stated)	104.0	-2.0	99.0	-1.6	12.2	-6.8	-4.8	4.0	-2.4
CCOc1ccc(NC(=O)Nc2nc(SCC)ns2)cc1	113.0	14.6	110.0	13.1	x	-22.9	-4.2	6.0	24.7*
COc1ccc(NC(=O)CN2c3cccc4cccc(c34)S2(=O)=O)cc1	102.0	0.4	102.0	4.5	2.3	7.5	-2.5	0.0	-4.1
O=C(CCn1cccc(C(F)(F)F)c1=O)Nc1cccc(C(F)(F)F)c1	94.0	-0.7	91.0	-1.9	-5.3	19.8	0.2	-13.0	-5.8
O=C(CNC(=O)COc1ccccc1)NCc1ccccc1F	108.0	-0.2	101.0	0.6	-1.4	14.9	-2.0	5.0	-10.8
O=C(Nc1ccc(O)c(-c2nc3ccccc3s2)c1)c1cc(=O)c2ccccc2o1	79.0	0.0	79.0	-0.4	3.2	3.2	0.2	-2.0	-7.8
CCC(C)N(C)C1CCN(C(=S)Nc2cccc(SC)c2)CC1 (configuration not stated)	113.0	0.3	104.0	0.8	-7.1	5.7	5.8	10.0	-15.1
O=C1CN(C(=O)c2ccc(Cl)c([N+](=O)[O-])c2)c2ccccc2N1	101.0	x	100.0	x	19.2	13.9	-9.0	5.0	-22.9
CCC(=O)Nc1nnc(C(C)(C)C)s1	91.0	0.9	93.0	0.5	38.2	-0.8	-0.2	-5.0	-10.2
COc1ccc(C2=NC(c3ccccc3)CO2)cc1 (configuration not stated)	99.0	0.8	100.0	0.3	23.1	12.3	x	6.0	-4.8
CCOC(=O)C1CCN(C(=O)Cc2c(C(=O)O)n(CC)c3ccccc23)CC1	105.0	1.1	103.0	0.7	10.4	-1.7	-5.5	6.0	-9.3
CNC(=O)CCN(Cc1ccco1)S(=O)(=O)c1ccc(OC)c(OC)c1	104.0	-0.6	101.0	0.7	10.6	2.7	2.2	1.0	-5.6
CCc1nnc(NC(=O)c2nc3nc(C)cc(C)n3n2)s1	x	0.2	x	0.6	18.0	-3.2	12.8*	x	-6.7
